Assay outcomes deposited in PubChem BioAssay by National Center for Advancing Translational Sciences (NCATS).
Luciferase inh = inhibitors of firefly (Photinus pyralis) luciferase. actives 2.5% (n = 76,000). P08659. Potency, µM (series often up to 115 µM), for inactives: at the highest dose activity change, negative = inhibition, most hits filed as inhibitors. purified P. pyralis luciferase, luminescence, biochemical; further: potency means the concentration at half of the fitted maximal effect; nearly all actives have a fitted effect of over 65% in size
Target sequence (P08659 whole entry, looked up): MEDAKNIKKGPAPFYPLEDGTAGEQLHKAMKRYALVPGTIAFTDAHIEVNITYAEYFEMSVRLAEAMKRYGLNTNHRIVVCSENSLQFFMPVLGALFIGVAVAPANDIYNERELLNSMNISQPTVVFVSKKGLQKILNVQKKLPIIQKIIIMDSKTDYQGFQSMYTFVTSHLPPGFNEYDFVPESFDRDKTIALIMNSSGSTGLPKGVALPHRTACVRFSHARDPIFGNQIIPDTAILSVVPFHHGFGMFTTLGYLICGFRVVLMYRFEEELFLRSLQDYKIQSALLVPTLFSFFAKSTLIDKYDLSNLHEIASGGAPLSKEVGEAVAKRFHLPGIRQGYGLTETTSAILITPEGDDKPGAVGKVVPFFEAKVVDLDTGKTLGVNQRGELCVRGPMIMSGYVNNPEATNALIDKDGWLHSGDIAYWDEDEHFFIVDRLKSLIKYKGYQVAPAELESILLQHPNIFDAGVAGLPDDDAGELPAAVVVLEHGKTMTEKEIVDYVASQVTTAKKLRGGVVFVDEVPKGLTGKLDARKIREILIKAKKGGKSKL
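Purified P. pyralis luciferase (10nM final) in 50mM Tris acetate pH 7.5, 10mM Mg acetate, 0.01% Tween-20, 0.05% BSA with 10uM D-luciferin and 10uM ATP. Compounds titrated qHTS. Luminescence imaged on CCD.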
HEK293 tox = kills HEK 293 cells. AID 1345083. Potency, µM (series often up to 115 µM), for the others: at the highest dose activity change, negative = cytotoxicity, hits mostly inhibitors. actives 6.6% (n = 94,000). HEK 293 viability, ATP luminescence (CellTiter-Glo), 48-72 h; further: potency means the concentration at half of the fitted maximal effect; nearly all actives have a fitted effect of over 60% in size
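Read-out: CellTiter-Glo ATP luminescence. Cells: HEK 293, 250 cells/well. Exposure: 48 or 72 hr, 37 degree Celsius.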
GPT2 inhibitor = blocks human glutamate pyruvate transaminase 2; Potency, µM (top dose mostly 57.7 µM), for the others: at the highest dose activity change, negative = inhibition, actives largely listed as inhibitors; actives 0.25% (n = 100,000); Q8TD30; Recombinant GPT2, coupled pyruvate oxidase/HRP Amplex Red fluorescence; further: potency means the concentration at half of the fitted maximal effect; nearly all actives have a fitted effect of over 60% in size; many of its hits are not listed in these tables
Target sequence (Q8TD30 whole entry, looked up): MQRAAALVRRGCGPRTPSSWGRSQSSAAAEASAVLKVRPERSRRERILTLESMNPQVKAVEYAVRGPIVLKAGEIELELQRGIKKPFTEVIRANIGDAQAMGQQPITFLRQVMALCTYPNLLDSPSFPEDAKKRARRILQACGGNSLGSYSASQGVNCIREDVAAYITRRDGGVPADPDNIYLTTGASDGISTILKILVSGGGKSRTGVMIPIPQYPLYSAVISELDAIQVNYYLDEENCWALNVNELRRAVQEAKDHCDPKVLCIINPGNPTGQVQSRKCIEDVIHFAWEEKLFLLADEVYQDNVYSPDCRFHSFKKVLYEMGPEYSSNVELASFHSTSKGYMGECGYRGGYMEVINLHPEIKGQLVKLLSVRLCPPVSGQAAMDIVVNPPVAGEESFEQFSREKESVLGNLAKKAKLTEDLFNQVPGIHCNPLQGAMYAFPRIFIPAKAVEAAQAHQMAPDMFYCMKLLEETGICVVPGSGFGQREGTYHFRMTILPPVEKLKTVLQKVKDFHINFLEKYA
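Fluorescence of coupled pyruvate oxidase/HRP/Amplex Red system (50uM Amplex, 30 min, dark) reports pyruvate formed by GPT2. Enzyme reaction: 10ng/uL GPT2, 2mM L-alanine, 250uM a-KG, 30 min room temperature, pH 7.5; 50uM AOA control.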
IP6K1 inhibitor = IP6K1 kinase inhibition; Q92551; IP6K1 kinase, ADP-Glo luminescence, 2 h; stronger effect = lower value; activity change, % (series mostly up to about 58 µM); actives 0.81% (n = 140,000); in the data active means activity change below about -25%
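ADP-Glo luminescence measures ADP made by human IP6K1 during a 2 h RT reaction with ATP/IP6 (mix at 1.3 mM/130 uM); top library doses 57.5 and 19.1 uM final.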
NIH3T3 tox = cytotoxic compounds in NIH 3T3 cells | NIH 3T3 viability, CellTiter-Glo ATP luminescence, 48-72 h | Potency, µM (series often up to 96.7 µM), without a hit: top-dose activity change, negative = cytotoxicity, usual class: inhibitors | actives 4.3% (n = 94,000) | AID 1345082; further: potency means the concentration at half of the fitted maximal effect; nearly all actives have a fitted effect of over 55% in size
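Mouse fibroblast NIH 3T3 cells, 400 per well, received compound via pintool and were incubated for 48 or 72 hr prior to CellTiter-Glo ATP luminescence measurement.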
HEK293 viab = reduces viability of HEK-293 SNCA reporter cells; Potency, µM (series often up to 57.1 µM), without a hit: top-dose activity change, negative = cytotoxicity, usual class: cytotoxic; HEK-293-SNCA-luc viability, GF-AFC fluorescence, 24 h; actives 0.12% (n = 150,000);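 further: potency means the concentration at half of the fitted maximal effect; 0% = DMSO-treated cells and -100% = medium-only wells without cells; nearly all actives have a fitted effect of over 30% in size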
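Cytotoxicity counterscreen: after 24 h compound treatment of genome-edited SNCA-luciferase HEK-293 cells, live-cell protease substrate GF-AFC read by fluorescence after 30 min; activity scaled between DMSO (0%) and medium-only (-100%), curves Hill-fitted.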
SNCA expr inhib = reduces expression of the alpha-synuclein gene; HEK-293 SNCA-luciferase knock-in, luminescence, 24 h; Potency, µM (highest dose often 57.2 µM), inactives show at the highest dose activity change, negative = inhibition, most hits filed as inhibitors; actives 0.17% (n = 140,000);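 further: potency means the concentration at half of the fitted maximal effect; plate controls were DMSO cells for no effect and cell-free wells for full effect; nearly all actives have a fitted effect of over 45% in size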
Starred values were filed as active, the others as inactive; i = inactive; ? = inconclusive; . = not tested or not shown; [ ] = remark or other dose. Unless noted, the call rests on the fitted dose curve; in most records, active means well fitted curve in the direction sought with a large enough effect; inconclusive means small, poorly fitted or top-dose-only effect, or another doubt; inactive means no such curve, though single readings can be large; an effect the other way counts as inactive or inconclusive. Unless noted, on the % scale 0 is the no-effect control and ±100 the full control effect.

no. | molecule | Luciferase inh | HEK293 tox | GPT2 inhibitor | IP6K1 inhibitor | NIH3T3 tox | HEK293 viab | SNCA expr inhib
1 | CCN(CC)C(=O)CN1C(=O)NC(c2ccccc2)C2=C1COC2=O (centres undefined) | -5% | 7% | -10% | 5 | i | 5% | 11%
2 | CCOc1ccc(C(=O)NC2CCc3n[nH]c(=O)n3CC2)cc1OCC (centres undefined) | 5% | i | i | 4 | -3% | 7% | 2%
3 | Cc1ccc(CC(=O)N2CCC(c3n[nH]c(=O)n3Cc3ccc(F)cc3)CC2)cc1 | 10% | -6% | i | 8 | ? | -13% | 1%
4 | Cc1ccccc1NC(=O)c1sc2nc(-c3ccncc3)ccc2c1N | . | . | . | -3 | . | ? | ?
5 | COC(=O)c1ccc(NC(=O)C2(S(=O)(=O)c3ccc(C)cc3)CC2)cc1 | . | . | . | 14 | . | 11% | -9%
6 | CN(C)c1nc2c(c(=O)[nH]1)CCN(Cc1cc(F)c(F)cc1F)CC2 | -5% | 2% | -7% | 27 | -3% | 4% | 30%
7 | CCC1CN(C(=O)Nc2cc(C)ccc2OC)c2cc(Cl)ccc2O1 (centres undefined) | . | . | . | -6 | . | 18% | -10%
8 | CCOc1ccc(NC(=O)c2sc3nc(-c4ccc(OC)cc4)cn3c2C)cc1 | . | . | . | 3 | . | -2% | 27%
9 | Cc1ccc2c(=O)c3cccc(CC(=O)O)c3oc2c1C | . | . | i | . | . | 0% | 22%
10 | Cc1nccc(N2CCC(COc3cnc4c(ccn4CC(N)=O)c3)CC2)n1 | 0%[172 µM] | ? | i | -13 | -24%[138 µM] | 3%[87.6 µM] | -4%[87.6 µM]
11 | COc1ccc(-c2nnn3c2nc(NCc2ccc(C)cc2)c2ccccc23)cc1 | . | . | . | -11 | . | 5% | 13%
12 | COc1ccc(N2CC(c3noc(-c4ccc(Cl)cc4)n3)CC2=O)cc1 (centres undefined) | -3% | ? | -19% | 12 | ? | -1% | -5%
13 | CCc1ccc(S(=O)(=O)c2nnn3c2nc(N(C)Cc2ccccc2)c2cc(Cl)ccc23)cc1 | . | . | . | -13 | . | 3% | -21%
14 | O=C1c2c(nc(COc3ccccc3)n2Cc2ccccc2)NCCN1Cc1ccccc1F | -14% | ? | -1% | -9 | ? | -1% | 3%
15 | COc1ccc(CNC(=O)Cc2ccc(NC(=O)N3CCCCc4ccccc43)cc2)cc1 | . | . | . | -3 | . | -6% | -27%
16 | COC(=O)c1ccc(CNCC2=CC(C)(C)COc3ccc(OC)cc32)cc1 | . | ? | . | -1 | ? | . | .
17 | CCC(=O)NCCC1CCN(C(=O)Nc2ccc(C)c(F)c2)CC1 | 11µM* | 9% | -11% | 8 | -3% | 4% | 5%
18 | COc1ccc2[nH]c3c(c2c1)CCNC31CCN(C(=O)C2CCCC2)CC1 | -2% | ? | -12% | 13 | ? | 0%[12.5 µM] | 33%[activator]
19 | COc1ccc(C(=O)N2CCC3(CC2)N=C(c2ccc(Br)cc2)NO3)cc1 | -1% | ? | i | 11 | -23% | -4% | ?
20 | O=C(CCc1nc2ccccc2s1)N1CC2CC(C1)[C@H]1CCCC(=O)N1C2 (some centres undefined) | -6% | 13% | -9% | 13 | i | 0% | 10%
21 | Cc1cc(NC(=O)Cn2c(=O)oc3cc(S(=O)(=O)N4CCCC4)ccc32)ccc1Br | . | . | . | -13 | . | 0% | 12%
22 | COc1cc(OC)cc(C(=O)Nc2cc(-c3nc4ccccc4s3)ccc2OC)c1 | . | . | . | -12 | . | -6% | -2%
23 | CCN1c2cc(C(=O)NCc3cccc(C(F)(F)F)c3)ccc2C(=O)N2CCCCCC21 (centres undefined) | -9% | 18µM* | i | -10 | ? | 6%[12.5 µM] | -27%
24 | COc1ccccc1C(=O)N1CCCC(c2nnc3n2CCN(C(=O)C2CC2)C3)C1 (centres undefined) | . | -17% | 3% | 1 | -26% | -3% | ?
25 | Cc1ccc(C(=O)N2CCC(n3cc(-c4nc(C5CC5)no4)nn3)C2)s1 (centres undefined) | 5% | ? | i | 14 | -25% | 2% | -25%
26 | Cc1ccc(-c2ncc(C(=O)Nc3ccccc3Cl)c(-c3ccncc3)n2)cc1 | 2% | 10% | i | 4 | -3% | ? | ?
27 | COc1cccc(-c2cn3c(n2)N(C(=O)Cc2ccccc2)CCC3)c1 | -26% | -12% | -6% | 0 | -13% | 4% | 141%[activator]
28 | Cc1nn(CC(=O)NCc2cccc(Br)c2)c(=O)c2c1sc1ccccc12 | . | . | . | 46 | . | 5% | 12%
29 | Cc1ccc(OCC(=O)N(Cc2sccc2C)C2CCS(=O)(=O)C2)cc1 (centres undefined) | . | . | . | 18 | . | -1% | 28%
30 | Cc1cccc(NC(=O)CSc2nc3ccc(NC(=O)c4ccccc4)cc3s2)c1 | . | . | . | 0 | . | 16% | 10%
31 | Cc1ncc2c(c1CNC(=O)c1ccccc1-c1nn[nH]n1)CCNC2 | 3% | -6% | -2% | 4 | -1% | 6% | -24%
32 | COc1cccc(-c2cccc(CN3CCCC3C(=O)N3CCN(C)CC3)c2)c1 (centres undefined) | . | -24% | i | -4 | -24% | 3% | 7%
33 | COCc1ccc(C(=O)N2CCC3(CC2)CC(c2ccccc2)C(=O)N3)o1 (centres undefined) | 4% | -7% | i | 9 | i | 9% | -19%
34 | CC(=O)c1ccc(NC(=O)CN(C)S(=O)(=O)c2cnc[nH]2)cc1 | . | . | . | 12 | . | -3% | 20%
35 | O=C(Nc1ccc(F)c(Cl)c1)N1CCN(C(=O)c2nsc3ccccc23)CC1 | . | . | . | 0 | . | -2% | 2%
36 | CN1CC(=O)N(C2CCNCC2)Cc2c(NC3CCCCCC3)ncnc21 | . | -21% | 1% | -8 | -20% | -3% | 7%
37 | CN(C)C[C@@H]1CN(S(C)(=O)=O)C[C@H]1NC(=O)c1ccccc1 | 1% | i | -9% | 1 | i | -4% | ?
38 | O=C(N[C@@H]1CCOC[C@H]1OCCO)c1cccc(-c2ccco2)c1 | 2% | 4% | -1% | -4 | -2% | -2% | -15%
39 | COc1ccc(-n2c(SCC(=O)Nc3cc(C)cc(C)c3)nc3c(oc4ccccc43)c2=O)cc1 | . | . | . | -7 | . | 5% | 10%
40 | CCc1cccc(NC(=O)Cn2c(N3CCOCC3)nc(C)cc2=O)c1 | 3% | ? | -6% | 8 | -15% | 9% | 6%
41 | Cc1ccc(CN2CCCC(c3nc(C(C)C)no3)CCNC(=O)CC2)o1 (centres undefined) | 1% | ? | ? | 7 | -22% | -7% | 10%
42 | COc1ncccc1-c1nc(-c2c(C)noc2C)cc2c1cc(C)n2C | 0%[172 µM] | ? | ? | -8 | ? | 2%[87.6 µM] | 67%[activator][87.6 µM]
43 | COc1cc(=O)n2c(c1C(=O)Nc1cc(Cl)ccc1C)CCCC2 | 0% | -23% | i | 6 | -15% | 13% | 13%
44 | CCCNC(=O)Cn1cccc1-c1nc(-c2ccc(OC)c(F)c2)no1 | -20% | 1% | i | 16 | i | 3% | 129%[activator]
45 | COc1ccccc1CC(=O)N1CCC[C@H]1c1nc(-c2ccccc2)no1 | -1% | ? | -4% | 0 | ? | 0% | 11%
46 | CCN(CC1CCOCC1)C(=O)C1(Oc2ccc(C)cc2)CCNCC1 | 4% | 3% | 2%[11.5 µM] | -6 | -4% | -1% | 0%
47 | O=C(NCCCCN1CCN(c2cccc(Cl)c2Cl)CC1)c1cc2ccccc2s1 | . | . | -2% | -8 | . | -6% | .
48 | CCOC(=O)C1CCN(c2ncnc3c2c(-c2ccccc2)cn3-c2ccc(C)c(Cl)c2)CC1 | . | . | . | 9 | . | 7% | 0%

Complete entries, quoted from the list.
CCc1cccc(NC(=O)Cn2c(N3CCOCC3)nc(C)cc2=O)c1 is entered as Luciferase inh: 3%; HEK293 tox: ?; GPT2 inhibitor: -6%; IP6K1 inhibitor: 8; NIH3T3 tox: -15%; HEK293 viab: 9%; SNCA expr inhib: 6%
COc1ccc(-n2c(SCC(=O)Nc3cc(C)cc(C)c3)nc3c(oc4ccccc43)c2=O)cc1 is entered as Luciferase inh: .; HEK293 tox: .; GPT2 inhibitor: .; IP6K1 inhibitor: -7; NIH3T3 tox: .; HEK293 viab: 5%; SNCA expr inhib: 10%

(cont.)
no. | molecule | Luciferase inh | HEK293 tox | GPT2 inhibitor | IP6K1 inhibitor | NIH3T3 tox | HEK293 viab | SNCA expr inhib
49 | OC1CCOC2(CCN(Cc3cccnc3)CC2)C1 (centres undefined) | 0% | 4% | 0% | 16 | i | 0%[12.5 µM] | 36%[activator]
50 | COc1ccc(C(=O)N(Cc2ccco2)Cc2ccco2)cc1 | . | . | . | 22 | . | -10% | 12%
51 | O=C(NC1CCCC1)C1CCN(Cc2ccccc2-c2cccnc2)CC1 | . | ? | i | 7 | ? | 1% | -19%
52 | CCc1cccc(-n2nnnc2N2CCN(C(=O)Nc3ccc(C)c(Br)c3)CC2)c1 | . | ? | -8% | -6 | -29% | -2% | -16%
53 | O=C(O)CSCC(=O)N1CCN2C(=O)c3cc(-c4ccc(Cl)cc4)ccc3NC(=O)[C@@H]2C1 | ? | -8% | i | -9 | i | -2% | -16%
54 | Cc1noc(-c2cccn3c(CNC(=O)c4ccc(F)c(Cl)c4)nnc23)n1 | 3% | -14% | i | 20 | -14% | -9% | 4%
55 | CCOC(=O)C(Cc1cccc(N2CCN([S+](=O)([O-])c3c(Cl)cccc3Cl)CC2)c1)OC (centres undefined) | . | 20µM* | . | 9 | ? | . | .
56 | O=C(Cc1c[nH]c2ncc(-c3ccc(F)cc3)cc12)N1CCOCC1 | 56µM* | ? | 2%[88.5 µM] | -21 | ? | -2%[87.6 µM] | 1%[87.6 µM]
57 | COc1ccc(CN2CCCc3nc(C)nc(-c4ccc(O)cc4)c3C2)cc1 | -8% | ? | 5% | 3 | ? | 7% | 7%
58 | COCC(=O)N[C@@H]1CN(Cc2sccc2C)CC[C@@H]1c1n[nH]c(C)n1 | -7% | -20% | i | 5 | -9% | 21%[12.5 µM] | ?
59 | CN(Cc1nc2ccc(F)cc2[nH]1)C(=O)c1cn(CCN)nn1 | 2% | -9% | -2% | -9 | -1% | -10% | 16%
60 | CCOc1cc(=O)n2c(c1C(=O)Nc1ccccc1)CCCCC2 | -10% | -2% | i | -7 | i | -5% | 1%
61 | CCOc1ccc(C(=O)N2CCC3(CC2)NC(=O)N(Cc2ccccc2)C3=O)cc1 | 18% | -26% | i | 3 | -16% | 3% | 11%
62 | Cc1ccc(C(=O)CCc2nc(C3CC(=O)N(C4CCCCC4)C3)no2)cc1 (centres undefined) | -9% | 40µM* | i | -2 | ? | -7% | -25%
63 | Cn1cc(CN2C[C@@H](F)[C@@H](OCc3nc4ccccc4[nH]3)C2)c2ccccc21 | -9%[172 µM] | 100µM* | -2%[88.5 µM] | -11 | ? | -7%[87.6 µM] | 14%[87.6 µM]
